# Compound activity: PubChem, Broad Institute
# GSIS activator: GLuc luminescence reporter in INS-1E cells, primary screen for activators of glucose-dependent secretion of insulin; hit rate 0.61% among 370,000; INS-1E GLuc reporter insulin secretion, 2-3 h; activation, % at 16.6 µM;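 active means lowest replicate activation of at least 40%, so every replicate reaches that level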;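 further: 0% = median of neutral control wells and 100% = median of IBMX positive control wells; some compounds called inactive have numbers as strong as hits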
# CFTR F508del cor: F508del CFTR correction, initial screen, CFBE line, single point. CFBE cells, YFP halide quenching; stimulated with forskolin plus potentiator P3; % fluorescence drop versus neutral controls. activity (quench increase), % at 7.58 µM. hit rate 0.36% among 350,000;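 active means mean added fluorescence quench of at least 8% versus neutral control, with both replicates also reaching 8%; inconclusive means only one of the mean or replicate conditions met; inactive means mean below 8% and not both replicates reaching 8%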;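 further: cells transiently co-express mutant CFTR-F508del with the halide-sensitive YFP; corrector assay measuring rescue of mutant channel to the surface after 24 h compound exposure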
# EWS-Fli inh: EWS/Fli-driven NR0B1 reporter inhibitors, primary screen, A673 cells, NR0B1 luciferase, luminescence, MLPCN library; hit rate 0.67% among 350,000; inhibition, % at 12.6 µM; viability-normalised;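 active means mean inhibition of at least 50% after viability correction, with every replicate also passing that limit; inconclusive means mean reaches 50% but only one of two replicates passes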;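 further: firefly luciferase signal divided by Alamar Blue viability fluorescence both relative to DMSO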
# Xi reactivation: activators of inactive X chromosome reactivation, primary screen, imaging, XiGFP fibroblasts, GFP high-content imaging, set 2; XiGFP mouse fibroblasts, % GFP-positive cells imaging, 3 d; cells co-treated with 5-aza-dC sensitizer; scaled so ellipticine positive control = 100%; hit rate 0.055% among 360,000; activation, % at 7.58 µM;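 active means mean normalized replicate activation at least 10% and every replicate at or above 10%; inconclusive means only one of the two criteria met; inactive means mean below 10% and not all replicates reach 10%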;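 further: 0% = median of on-plate neutral control wells and 100% = ellipticine 6 µM median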
#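 Assay system: SV40-immortalized XiGFP fibroblast cells, line 68-5-11; buffer or medium: DMEM plus 5-aza-dC sensitizer; compound: one concentration, pinned; timing: compounds 3 days, fix/stain 15 min at room temperature; benchmarks: positive control ellipticine, 6 µM final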
# ERp5 block: inhibitors of ERp5-driven insulin aggregation, primary screen, biochemical, turbidity, absorbance 650 nm, single point | Protein disulfide-isomerase A6 (Homo sapiens), Q15084 | 90 min | inhibition, % at 9.99 µM | hit rate 0.05% among 350,000 | AID 651711, 2012;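 active means mean replicate inhibition above about 25%, with every replicate also reaching it, limit read from the data, passing the limit was not always enough; inconclusive means only one of those two criteria met; inactive means neither criterion met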
# Target sequence (Q15084 whole entry, looked up): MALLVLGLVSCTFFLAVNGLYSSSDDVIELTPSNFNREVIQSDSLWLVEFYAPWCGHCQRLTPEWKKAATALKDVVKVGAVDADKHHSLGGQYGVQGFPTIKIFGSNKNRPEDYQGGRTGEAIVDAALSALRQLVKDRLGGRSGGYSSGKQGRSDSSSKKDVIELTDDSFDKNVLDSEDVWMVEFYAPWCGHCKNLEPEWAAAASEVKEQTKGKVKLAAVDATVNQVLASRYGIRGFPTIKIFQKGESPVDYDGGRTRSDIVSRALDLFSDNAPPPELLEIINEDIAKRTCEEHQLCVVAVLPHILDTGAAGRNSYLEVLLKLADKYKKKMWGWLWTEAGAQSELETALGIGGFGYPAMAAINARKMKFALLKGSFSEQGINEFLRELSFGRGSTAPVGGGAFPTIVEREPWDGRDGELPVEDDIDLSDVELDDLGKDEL
# DENV2 CPE: inhibitors of DENV2 cytopathic effect, primary screen, cell-based, plate reader, single concentration. hit rate 1.7% among 350,000. DENV2-infected cells, cytopathic effect rescue. CPE inhibition, % at 9.99 µM; in the data active means CPE inhibition above about 20%, passing the limit was not always enough; inconclusive means no clear call, values can overlap the other calls; tested in BHK-21 cells;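 further: 0% = median of neutral control wells and 100% = median of positive control wells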
# ARNT TACC3 PPI: disruptors of ARNT/TACC3 protein interaction, primary screen, biochemical, AlphaScreen, single concentration; Transforming acidic coiled-coil-containing protein 3 (Homo sapiens), Q9Y6A5; AlphaScreen His-ARNT PAS-B/GST-TACC3 binding, luminescence; TACC3 fragment carries E629A point mutation; inhibition, % at 9.99 µM; hit rate 0.66% among 390,000; AID 623870, 2012;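 active means mean inhibition of replicates at least 50% and at least half of replicates each reaching 50%; inconclusive means half or more replicates reach 50% but mean below 50%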;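 further: 0% = complete ARNT plus TACC3 wells and 100% = ARNT alone without TACC3; many hits fall short of the cut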
# PAX8 reporter: inhibitors of PAX8-driven TPO luciferase reporter, primary screen, RMG-I cells, single concentration | SteadyGlo, 24 h | inhibition, % at 12.6 µM | hit rate 1.2% among 360,000 | AID 652154, 2013;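 active means mean replicate inhibition at least 60% with every replicate also reaching 60%; inconclusive means only one of the two criteria is met; inactive means mean below 60% and not all replicates reaching 60%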;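 further: luciferase light reporting Pax8 driven TPO promoter activity; plate controls were median of neutral control wells for no effect and mitoxantrone controls for full effect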
# * marks the source's active call; other numbers are inactive results; ? = inconclusive; nt = not tested or not shown; & = joins results of further samples. This is a random part of the collection; any-hit rate near 4.2%.
# Below each SMILES – GSIS activator | CFTR F508del cor | EWS-Fli inh | Xi reactivation | ERp5 block | DENV2 CPE | ARNT TACC3 PPI | PAX8 reporter
- COC(=O)COc1ccc(-c2nccc(-c3ccccn3)n2)cc1
  -2 | -0.8 | 54* | 0.2 | 3 | -6 | -24 | 4
- Cc1cccc(COc2ccc(/C=N/NC(=O)c3nnn(-c4nonc4N)c3COc3ccc(F)cc3)cc2)c1
  30 | -1.0 | -42 | -0.2 | 0 | 0 | -14 | -54
- C[C@@H]1CN([C@H](C)CO)C(=O)c2cc(NC(=O)Nc3ccccc3)ccc2O[C@@H]1CN(C)Cc1ccc(-c2ccccc2)cc1
  -12 | -1.8 | 5 | 0.0 | 2 | -27 | 1 | 14
- Nn1c(Cc2ccccc2)n[nH]c1=S
  3 | -2.0 | -2 | 0.2 | -1 | 1 | -4 | 14
- C=CCc1cc(Cl)ccc1OCCCNC(C)CC (stereo not drawn)
  -17 | nt | nt | 0.1 | nt | nt | 25 | 12
- COc1ccc(NC(=O)CCCCCN2C(=O)c3ccccc3C2=O)c(OC)c1
  18 | 1.8 | 18 | 0.0 | -8 | -1 | -11 | 11
- Cc1ccc(S(=O)(=O)c2ccc(C)cc2)cc1
  -6 | 1.6 | -9 | nt | 6 | nt | -3 | nt
- CN1CCN(C(=O)C[C@@H]2CC[C@H]3[C@@H](COC[C@@H](O)CN3CC3CCCCC3)O2)CC1
  -3 | -0.3 | -11 | 0.1 | 7 | -11 | 0 | -9
- COc1ccc(-c2ccc([C@@H]3[C@H](CO)N4CCCCN(C(=O)NC(C)C)C[C@@H]34)cc2)cc1
  -7 | 0.1 | -13 | -0.1 | 0 | 64* | -5 | -24
- CCOC(=O)c1ccc(NC(=O)N2CCc3ccccc3C2)cc1
  -25 | -1.2 | -56 | 0.3 | 5 | -8 | -4 | -35
- O=C(O)c1ccc(OS(=O)(=O)c2ccc(Cl)s2)cc1
  57 | -0.9 | 0 | 0.1 | 0 | 1 | -1 | 4
- Cc1noc(C)c1NC(=O)N(C)C[C@@H]1OCCCC[C@@H](C)Oc2ccc(NC(=O)NC3CCCCC3)cc2C(=O)N([C@H](C)CO)C[C@@H]1C
  -1 | -1.0 | -5 | 0.0 | 3 | 5 | 7 | 2
- Cc1ccc(S(=O)(=O)N[C@H]2C=C[C@@H](CC(=O)NCc3ccc(Cl)c(Cl)c3)O[C@@H]2CO)cc1
  0 | -3.0 | 13 | 0.5 | -7 | -5 | nt | -9
- CC1C(=O)N(Cc2cn(CC3CCCCC3)nn2)CCS(=O)(=O)N1Cc1ccc(-c2ccncc2)cc1 (stereo not drawn)
  -8 | 0.0 | 11 | -0.1 | -1 | 8 | nt | 14
- O=C(c1cccnc1)N1CC2(C1)[C@H](c1ccccc1)[C@H](CO)N2C(=O)CC1CC1
  -6 | 3.2 | -3 | 0.1 | 1 | 5 | nt | nt
- CCCN(C)C[C@H]1Oc2cc(C#Cc3ccc(OC)cc3)ccc2S(=O)(=O)N([C@@H](C)CO)C[C@H]1C
  -2 | -1.6 | 14 | 0.2 | 10 | -25 | -1 | nt
- COc1ccc2c3c(n(C)c2c1)[C@@H](CO)N(C(=O)c1cnccn1)CC31CCN(C)CC1
  12 | -0.4 | -4 | 0.3 | nt | -3 | nt | nt
- Cc1cc(NC(=O)Cn2ccc([N+](=O)[O-])n2)no1
  25 | -3.9 | 2 | nt | 3 | nt | 1 | -7
- COCC(=O)Nc1ccc2c(c1)C(=O)N(C)C[C@H](OC)[C@H](C)CN(C(=O)NC(C)C)[C@@H](C)CO2
  10 | 1.0 | 3 | 0.4 | 0 | 1 | -3 | nt
- C[C@@H]1CN([C@@H](C)CO)S(=O)(=O)c2ccc(C3=CCCC3)cc2O[C@@H]1CN(C)S(=O)(=O)c1ccc(F)cc1
  -6 | -6.3 | 15 | 0.3 | 5 | -4 | -8 | nt
- COc1ccc2c3c(n(C)c2c1)[C@@H](CO)N(C(C)=O)CC31CN(C(=O)Nc2ccc(F)cc2)C1
  -4 | -0.8 | -7 | 0.2 | -5 | 4 | nt | -11
- COc1ccc(C(c2sc3ncnn3c2O)N2CCN(c3ccccc3F)CC2)cc1OC (stereo not drawn)
  nt | 0.6 | -4 | -0.2 | -8 | -2 | 4 | -18
- COC(=O)c1cc2c(c3c4cc(F)ccc4n(S(=O)(=O)c4ccccc4)c13)C(=O)N(Cc1ccc(N(C)C)cc1)C2
  nt | 1.3 | -34 | -0.2 | 4 | ? | nt | -4
- NC(N)=NS(=O)(=O)c1ccc(N/C=C/C(=O)c2ccc(Cl)c(Cl)c2)cc1
  -22 | nt | -13 | 0.0 | -2 | -2 | -3 | -34
- COc1ccc(-c2cnc3c(-c4ccc(F)cc4)cnn3c2N)cc1
  -7 | 2.6 | -88 | 0.1 | 1 | 2 | 2 | -203
- Oc1ccc(C[C@H]2CNCCN2CCc2cc(C(F)(F)F)cc(C(F)(F)F)c2)cc1
  -17 | 0.2 | 1 | 0.0 | 5 | 2 | -20 | -18
- Cc1ccc2[nH]c(=O)c(-c3noc(C(C)C)n3)cc2c1
  20 | 3.9 | 8 | -0.1 | -1 | -8 | 9 | 9
- O=C1N[C@@H](Cc2ccccc2)C(=O)N2[C@H]1C[C@]1(Br)c3ccccc3N(S(=O)(=O)c3ccccc3)[C@H]21
  -15 | 1.1 | -8 | -0.1 | 2 | 7 | -4 | -9
- COc1ccccc1C#Cc1ccc([C@@H]2[C@H]3CN(C(=O)C4CCC4)CCCCN3[C@H]2CO)cc1
  7 | 0.1 | 17 | 0.0 | -2 | 9 | 3 | 7
- CCC(c1nnnn1-c1c(C)cccc1C)N1CCN(c2ccccn2)CC1 (stereo not drawn)
  -34 | 0.1 | 3 | 0.1 | 3 | -3 | nt | -11
- CCCCOc1cccc(C2/C(=C(\O)c3ccc4c(c3)OCCO4)C(=O)C(=O)N2CCN2CCOCC2)c1 (stereo not drawn)
  -6 | -1.0 | 7 | 0.4 | 10 | -6 | 13 | 4
- Cc1cc(C(=O)COc2ccccc2[N+](=O)[O-])c(C)n1-c1cccc(S(=O)(=O)N2CCOCC2)c1
  -7 | nt | nt | -0.1 | nt | nt | -16 | 15
- C[C@H](CO)N1C[C@H](C)[C@@H](CN(C)S(C)(=O)=O)Oc2ccc(NC(=O)C3CC3)cc2C1=O
  8&10 | 0.5&1.7 | -6&-5 | 0.3&0.1 | -1&-3 | -6&-16 | 8&12 | 4&-9
- CC(OC(=O)c1ccccc1C(=O)N(C)c1ccccc1)C(=O)Nc1ccc(C(N)=O)cc1 (stereo not drawn)
  9 | 3.5 | 2 | 0.3 | -2 | ? | 2 | 13
- CO[C@H]1CN(C)C(=O)c2cc(NC(=O)C3CCC3)ccc2OC[C@H](C)N(Cc2cccnc2)C[C@H]1C
  1 | 0.5 | -3 | 0.1 | 4 | 0 | -9 | 5
- C[C@@H]1CN([C@@H](C)CO)S(=O)(=O)c2ccc(-c3ccccc3)cc2O[C@@H]1CN(C)C
  7 | -3.4 | -7 | -0.7 | nt | nt | nt | -2
- Cc1cc2c(cc1C)N(Cc1ccc(Cl)cc1)C1=NCCCN12
  45 | 1.8 | 9 | 0.1 | 6 | 6 | 5 | 16
- S=C(Nc1ccccc1Cl)N(CCCN1CCOCC1)Cc1ccco1
  39 | nt | nt | 0.0 | nt | nt | -3 | 7
- C[C@@H]1CN([C@@H](C)CO)C(=O)c2cccc(NC(=O)c3ccc(-c4nccs4)cc3)c2O[C@@H]1CN(C)Cc1ccc(C(=O)O)cc1
  10 | 1.9 | -3 | -0.1 | -5 | -2 | -3 | nt
- COC(=O)c1c(C)nn(-c2ccccc2)c1N
  6 | -1.0 | -7 | 0.4 | 0 | 20 | -9 | -18
- CC1(c2ccccc2Cl)NC(=O)N(CC(=O)Nc2ccc3c(c2)OCO3)C1=O (stereo not drawn)
  -6 | -0.5 | 17 | 0.5 | ? | -4 | -18 | -11
- CC(C)CCN1C(Nc2ccccc2)=NC[C@@H]1C
  -11 | 2.3 | -1 | 0.0 | 2 | -5 | nt | -5
- CN(C(=O)COC(=O)c1cc(S(=O)(=O)N2CCOCC2)ccc1Cl)C1CCS(=O)(=O)C1 (stereo not drawn)
  5 | -2.1 | -2 | 0.0 | -3 | ? | -4 | 2
- CO[C@@]1(NC(=O)CSCC#N)C(=O)N2C(C(=O)O)=C(CSc3nnnn3C)CS[C@@H]21
  nt | -3.4 | -2 | 0.0 | -7 | 5 | -1 | -19
- CC(C)NC(=O)N[C@H]1C[C@@H]2O[C@@H](CO)CC[C@@H]2O[C@@H]1CCc1ccc(-c2ccc(F)cc2)cc1
  nt | -0.5 | 0 | nt | 6 | 5 | nt | -11
- C[C@@H]1CN([C@@H](C)CO)C(=O)c2cc(NC(=O)c3ccncc3)ccc2O[C@@H](C)CCCCO[C@@H]1CN(C)S(=O)(=O)c1ccccc1
  -10 | 0.3 | -1 | 0.3 | 0 | -14 | -3 | -18
- COc1ccc(S(=O)(=O)N(C)C[C@H]2OCCCC[C@@H](C)Oc3ccc(NS(C)(=O)=O)cc3C(=O)N([C@@H](C)CO)C[C@@H]2C)cc1
  -6 | -1.8 | -8 | 0.0 | -2 | 22* | 2 | -9
- Cc1ccc(N(C)C(=O)CN(C)S(=O)(=O)c2ccc3c(c2)n(C)c(=O)c(=O)n3C)cc1
  nt | -0.2 | 5 | 0.1 | -1 | -5 | -1 | 5
- COC(=O)C1C/C(=N\NS(=O)(=O)c2ccc(C)cc2)c2ccsc2C1 (stereo not drawn)
  -4 | nt | nt | 0.3 | nt | nt | 2 | -3
- COCCNC(=O)c1cccc(OC2CCN(Cc3cccc(C(C)=O)c3)CC2)c1
  9 | -1.5 | 4 | 0.1 | 1 | -5 | 16 | -7
- COc1ccc(S(=O)(=O)N(C)C[C@H]2Oc3ccc(NS(=O)(=O)c4cccs4)cc3CC(=O)N([C@@H](C)CO)C[C@@H]2C)cc1
  -6 | -2.7 | -1 | 0.2 | 1 | 26* | -3 | nt
- CCOc1c(OC)cccc1C(=O)NCC1(c2ccccc2)CCCC1
  -38 | -2.9 | 20 | 0.0 | 4 | 7 | -6 | 7
